HCV inh: qHTS Assay for Inhibitors of Hepatitis C Virus (HCV). Huh7.5.1 HCVcc-Cre infection, luciferase reporter, 44 h. Potency, µM (titrated, usually from 41.8 µM), without a hit: at the highest dose activity change, negative = inhibition, hits mostly inhibitors. hit rate 3.4% among 340,000. AID 651820, 2012; further: potency means the concentration at half of the fitted maximal effect
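After 44 h co-culture of compound, cells and HCVcc-Cre (~0.5 moi), substrate is added for 15 min at room temperature and luciferase measured over 15 sec. Cells were seeded at 1,000/well and pre-cultured 4 h.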
Sm TGR inh: qHTS Assay for the Inhibitors of Schistosoma Mansoni Peroxiredoxins. Schistosoma mansoni thioredoxin glutathione reductase (TGR), Q962Y6. purified TGR, DTNB reduction, TNB absorbance 405 nm. Potency, µM (highest dose often 114 µM), without a hit: at the top dose activity change, negative = inhibition, actives largely listed as inhibitors. hit rate 3% among 360,000. AID 485364, 2010; further: potency means the concentration at half of the fitted maximal effect; nearly all actives have a fitted effect of over 60% in size
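First, TGR (20 nM dispensed) and NADPH were mixed with compound. Second, a 15 min room-temperature incubation followed. Third, further NADPH and then DTNB were added to start the reaction. Finally, TNB absorbance was monitored kinetically.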
FBPA Giardia inh: qHTS Assay for Inhibitors of Fructose-1,6-bisphosphate Aldolase from Giardia Lamblia. A8B2U2. purified Giardia FBPA. Potency, µM (top dose mostly 59.6 µM), for inactives: at the top dose activity, negative = inhibition, usual class: inhibitors. hit rate 0.71% among 290,000; further: potency means the concentration at half of the fitted maximal effect; nearly all actives have a fitted effect of over 55% in size
Target sequence (A8B2U2 whole entry, looked up): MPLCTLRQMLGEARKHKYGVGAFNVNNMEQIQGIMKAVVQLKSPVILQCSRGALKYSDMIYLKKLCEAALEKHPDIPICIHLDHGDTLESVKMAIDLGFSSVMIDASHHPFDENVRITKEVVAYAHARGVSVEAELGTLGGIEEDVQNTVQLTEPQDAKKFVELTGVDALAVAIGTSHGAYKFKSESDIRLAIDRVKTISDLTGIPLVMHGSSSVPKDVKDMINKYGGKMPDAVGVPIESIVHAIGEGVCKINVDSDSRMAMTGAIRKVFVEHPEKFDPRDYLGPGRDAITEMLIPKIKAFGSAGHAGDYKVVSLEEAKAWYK
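Giardia FBPA (40 nM reagent) was preincubated 10 min at RT with compound (up to 57.5 uM final), then substrate plus GAPDH/TPI/NAD/arsenate coupling system with diaphorase/resazurin was added; resorufin fluorescence (525/598 nm) was read after 20 min.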
AmpC no deterg: qHTS Inhibitors of AmpC Beta-Lactamase (assay without detergent); P00811; AmpC nitrocefin hydrolysis, absorbance 480 nm, 0.0001% Triton; hit rate 0.52% among 330,000; Potency, µM (top dose mostly 57.1 µM), without a hit: at the top dose activity change, negative = inhibition, usual class: inhibitors;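 further: potency means the concentration at half of the fitted maximal effect; plate controls were no compound for no effect and no enzyme for full effect; nearly all actives have a fitted effect of over 20% in size; some results filed as inactive show a strong effect at the top dose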
Target sequence (P00811 whole entry, looked up): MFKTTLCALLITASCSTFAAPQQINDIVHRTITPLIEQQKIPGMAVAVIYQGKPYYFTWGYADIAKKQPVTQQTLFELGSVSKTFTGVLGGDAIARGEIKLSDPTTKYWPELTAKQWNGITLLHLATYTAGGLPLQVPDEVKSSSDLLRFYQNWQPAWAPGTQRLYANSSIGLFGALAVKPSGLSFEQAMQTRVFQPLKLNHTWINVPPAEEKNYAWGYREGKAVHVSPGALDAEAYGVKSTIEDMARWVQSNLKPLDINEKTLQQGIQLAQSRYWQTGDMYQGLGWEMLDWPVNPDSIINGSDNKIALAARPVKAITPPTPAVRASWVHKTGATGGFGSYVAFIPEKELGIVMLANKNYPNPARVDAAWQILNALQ
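AmpC (5.3 nM in the dispensed reagent) in 20 mM phosphate pH 7.0 with 0.01% (detergent screen) or 0.0001% Triton X-100 was preincubated with compounds for 15 min at room temperature. Nitrocefin was then added from an 800 uM solution, and hydrolysis was followed at 480 nm.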
HCMV inh: qHTS Assay for inhibitors of the human cytomegalovirus (HCMV) | HFF cells, HCMV-luciferase reporter, 72 h; hits give low values | activity change, negative = inhibition, % at 57.5 µM | hit rate 4.5% among 410,000; in the data active means activity change below about -60%; inconclusive means no clear call, values can overlap the other calls; inactive means above about -39%
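Two-dose cell screen: HFF monolayers treated with compounds and infected with luciferase-expressing HCMV at 1 PFU/cell, 72 h at 37C, then lysed for luciferase measurement.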
AmpC detergent: qHTS Inhibitors of AmpC Beta-Lactamase (assay with detergent) | AmpC hydrolysis of nitrocefin, absorbance 480 nm, 0.01% Triton | Potency, µM (titrated, usually from 114 µM), without a hit: top-dose activity change, negative = inhibition, most hits filed as inhibitors | hit rate 0.041% among 370,000;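 further: potency means the concentration at half of the fitted maximal effect; 0% = no-compound wells and -100% = no-enzyme wells; nearly all actives have a fitted effect of over 25% in size; some results filed as inactive show a strong effect at the top dose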
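20 mM phosphate pH 7.0 + 0.01% (detergent screen) or 0.0001% Triton X-100; 5.3 nM AmpC reagent; cpd preinc 15 min RT; nitrocefin (800 uM stock) to start; A480 q20 s × 4 min; Activity was normalised to no-enzyme and no-compound control wells.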
The depositor's hits bear a star; ? = inconclusive; . = not tested or not shown; [ ] = another dose, or the depositor's remark. Unless noted, the call rests on the fitted dose curve; in most records, active means well fitted curve in the direction sought with a large enough effect; inconclusive means small, poorly fitted or top-dose-only effect, or another doubt; inactive means no such curve, though single readings can be large; an effect the other way counts as inactive or inconclusive. Unless noted, on the % scale 0 is the no-effect control and ±100 the full control effect.

SMILES	HCV inh	Sm TGR inh	FBPA Giardia inh	AmpC no deterg	HCMV inh	AmpC detergent
CCc1cc2cc3c(cc2nc1SCC(=O)Nc1nnc(C)s1)OCCO3	?	-1.6%	-0.6%	?	28.1	2.3%
CC(=O)NC1=NN(C(C)=O)C(C)(c2ccccn2)S1 (centres undefined)	9.4%	-4.5%	-3.1%	-7.2%	19.7	-2.9%
CCC(=O)Nc1nc(C)c(Oc2ccccc2)c(=O)[nH]1	-1.1%	0.0%	0.1%	-13.0%	20.5	-17.1%
CCOC(=O)Cn1c(=O)oc2cc(S(=O)(=O)N3CCN(c4cccc(C)c4)C(C)C3)ccc21 (centres undefined)	.	4.0%	.	.	4.1	-9.7%
COc1ccc(CCNc2cc(=O)[nH]c(N)n2)cc1	7.1%	-0.1%	-11.0%	-45.0%	15.9	-1.8%
COC(=O)c1ccccc1NC(=O)Nc1ccc(C(=O)N2CCCC2)cc1	5.3%	-0.8%	2.6%	2.0%	1.1	?
O=C(Cn1c2c(c(=O)n3ncnc13)CCC2)N/N=C/c1ccc(Cl)cc1	16.5%	5.0%	11.1%	-6.1%	6.2	-4.8%
CCOc1cc2[nH]c(=O)n(CCCC(=O)NCc3ccco3)c(=O)c2cc1OCC	13.4%	?	7.3%	16.2%	33.1	3.0%
S=c1[nH]cnc2sc(-c3ccccc3)cc12	1.7%	-5.5%	4.6%	-31.4%	9.7	6.8%
Cc1ccc(C(OCC(O)CNCc2ccc(F)cc2)c2ccccc2)cc1 (centres undefined)	8.91µM*	1.4%	?	53.1%	-102.0*	-15.4%
CCc1ccccc1NS(=O)(=O)c1ccc2[nH]cc(C(=O)N3CCCCC3)c(=O)c2c1	.	0.4%	.	.	3.5	1.2%
Cc1ccc2nc(N3CC(=O)Nc4ccccc43)nc(-c3ccccc3)c2c1	?	0.3%	-1.8%	-42.8%	-30.7	7.0%
CCNC(=O)N1CCC(c2nc3ccccc3s2)CC1	-24.2%	8.5%	4.5%	-6.9%	-6.3	3.7%
Cc1cc(O)ccc1NC(=O)CCN1C(=O)c2ccc([N+](=O)[O-])cc2C1=O	4.5%	-28.0%	-3.5%	3.0%	-31.0	-12.6%
COc1ccc(-c2noc(CN3CCCCC3)n2)cc1OC	-12.9%	4.8%	3.9%	22.7%	27.1	-12.3%

Of the compounds above, 2 have two or more sulfur atoms:
SMILES	HCV inh	Sm TGR inh	FBPA Giardia inh	AmpC no deterg	HCMV inh	AmpC detergent
CCc1cc2cc3c(cc2nc1SCC(=O)Nc1nnc(C)s1)OCCO3	?	-1.6%	-0.6%	?	28.1	2.3%
S=c1[nH]cnc2sc(-c3ccccc3)cc12	1.7%	-5.5%	4.6%	-31.4%	9.7	6.8%

The list goes on:
SMILES	HCV inh	Sm TGR inh	FBPA Giardia inh	AmpC no deterg	HCMV inh	AmpC detergent
Cc1ccc(CSc2nc(-c3cccs3)ccc2C#N)cc1	.	0.8%	.	.	-12.7	-0.9%
O=C(Nc1cc(-c2nc3cc(Cl)ccc3o2)ccc1Cl)c1cc([N+](=O)[O-])ccc1N1CCOCC1	.	-2.0%	.	.	62.8	-0.8%
CC1(C)CC(n2[nH]c(=O)c3c2NC(=O)CSC3c2ccccc2)CCO1 (centres undefined)	3.6%	-24.8%	-0.6%	-12.7%	18.5	-0.5%
COc1ccc(CCNc2ccc(C(CC(N)=O)NC(=O)c3ccc(Br)cc3)cc2[N+](=O)[O-])cc1 (centres undefined)	7.3%	0.2%	0.0%	-36.7%	-71.7*	-4.5%
O=c1c2ccccc2oc2nc(-c3ccco3)n(Cc3ccccc3)c(=O)c12	?	-25.5%	3.1%	-21.3%	-28.4	?
CC(Oc1cccc(Cl)c1)C(=O)N(C)CC(=O)Nc1ccc(N2CCOCC2)cc1 (centres undefined)	?	2.3%	.	1.1%	-20.0	?
CCCCN(CCCC)C(=O)C1(P(=O)(c2ccccc2)c2ccccc2)CCC1	?	-10.8%	-6.2%	83.2%[activator]	?	-5.7%
Cc1ccc(CNC(=O)c2cn(C)c3ccc(S(=O)(=O)N4CCC(C)CC4)cc3c2=O)cc1	.	-1.4%	.	.	8.2	-1.0%
Cc1c(C(=O)N(Cc2cccc(Br)c2)C2CCS(=O)(=O)C2)oc2ccccc12 (centres undefined)	?	-3.3%	.	73.7%[activator]	-10.9	0.5%
Cc1ccc(C(=O)NCCCNC(=O)COc2ccccc2Cl)cn1	1.8%	1.4%	.	7.2%	10.2	-0.5%
CCOc1ccc(-n2c(C)c(C(C)=O)c3cc(O)ccc32)cc1	8.1%	2.3%	6.4%	-14.3%	-61.7*	2.9%
CC1Cc2ccccc2N1Cc1cccc(S(=O)(=O)N(C)C)c1 (centres undefined)	?	-12.8%	4.3%	-16.2%	4.3	-7.3%
COc1cc(C(=O)N2CCC(NC(=O)C(Cc3ccc(C)cc3)NC(C)=O)CC2)cc(OC)c1OC (centres undefined)	15.6%	3.3%	-8.3%	62.0%[activator]	.	3.4%
CCn1cnc2c1c(=O)n(CC(=O)Nc1ccc(C(N)=O)cc1)c(=O)n2Cc1ccccc1	16.3%	-11.1%	2.6%	0.7%	-19.1	-7.2%
COc1ccc(N2CCN(C(=O)CN3CCSc4ccccc43)CC2)cc1	.	4.3%	.	.	-9.5	2.3%
CN(Cc1ccon1)C(=O)C1CCC(=O)N(Cc2ccc(Cl)cc2)C1 (centres undefined)	30.4%[activator]	-2.2%	.	-11.3%	17.7	8.6%
CC(=O)Oc1ccc(C(=O)Nc2ccc(S(=O)(=O)N3CCOCC3)cc2)cc1	-10.0%	-18.3%	1.4%	-6.2%	27.7	-2.7%
CC1CCN(S(=O)(=O)c2ccc3c(c2)N(CC(=O)N(C)Cc2ccccc2)C(=O)CO3)CC1	.	-0.1%	.	.	-23.9	16.7%
COc1ccc2c(c1)c1nnc(SCC(=O)N3C(C)CCCC3C)nc1n2C (centres undefined)	8.91µM*	-0.2%	0.0%	67.0%[activator]	-36.5	-1.4%
Nc1ccc(Nc2ccccc2)c(S(=O)(=O)O)c1	3.7%	-2.9%	-12.3%	-32.4%	-37.8	-0.4%
CCCNC(=O)c1ccc(N2CCC3(CC2)CC(c2cccc(Br)c2)=NO3)c([N+](=O)[O-])c1	?	-1.0%	6.9%	-1.0%	?	-11.2%
CC(C)Cc1c(O)nc(SCC(=O)N2CCCCCC2)[nH]c1=O	12.3%	-3.8%	-16.4%	-16.1%	?	-11.0%
COC(=O)c1nn(-c2ccccc2)c(Sc2ccc(C)cc2)c1/C=N/O	?	7.8%	-8.8%	-5.8%	-8.3	3.3%
CN(c1ccc(C(=O)N2CCOCC2)cc1)S(=O)(=O)c1ccc(Cl)cc1	25.7%	0.0%	.	20.1%	27.4	-5.6%
CCCn1nnnc1NCc1c(Cl)cccc1Cl	16.4%	7.5%	1.3%	-17.5%	-16.7	?
Cc1cccnc1NC(=O)CCNS(=O)(=O)c1ccc2c(c1)c(=O)n(C)c(=O)n2C	7.8%	6.5%	9.0%	-12.3%	30.5	4.5%
C=CCN(CC=C)Cc1c(O)ccc2c(=O)c(-c3ccccc3)coc12	-21.7%	12.6µM*	6.5%	-25.3%	-28.8	-1.0%
Cc1noc(C)c1NC(=O)Nc1cccc2c1O[C@@H](CN(C)C)[C@@H](C)CN([C@H](C)CO)C2=O	7.5%	.	.	-4.3%	9.9	.
COc1cc(S(=O)(=O)N2CCOCC2)ccc1NC(=O)CN1c2cccc3cccc(c23)S1(=O)=O	?	3.6%	-8.8%	28.8%	-19.6	-7.1%
OCC[C@H]1C[C@H](O)[C@@H](O)[C@]2(Cc3ccccc3O2)O1	14.5%	-9.8%	.	-12.9%	18.8	-10.7%
O=C(Nc1ccc(F)cc1)Nc1nnc(Cc2ccccc2)s1	-16.0%	-0.1%	15.5%	-37.9%	12.0	-8.1%
CCOC(=O)C1(Cc2ccccc2C)CCCN(C(=O)c2cc(CC)nn2C)C1 (centres undefined)	21.9%	14.6%	0.4%	147.8%[activator]	7.7	1.6%
COc1ccc(N2C(=O)CC(NNc3nc4ccccc4s3)C2=O)cc1 (centres undefined)	16.2%	-3.0%	3.1%	-0.8%	28.7	-4.6%
O=C(OCc1c(F)cccc1Cl)c1cnc2ccccc2n1	6.8%	3.7%	-1.9%	-13.0%	8.1	-4.5%
COc1ccc(/C=N/NC(=S)Nc2cccc(C(=O)O)c2)cc1	-1.4%	-32.3%	-18.2%	-26.7%	21.5	-2.1%
O=C(O)c1ccccc1C(=O)N1CCN(c2ncccn2)CC1	13.1%	-23.0%	-7.5%	-11.8%	-0.4	2.5%
CCOC(=O)N1CCN(S(=O)(=O)c2ccc3c(c2)SC(C)C(=O)N3)CC1 (centres undefined)	?	-18.4%	1.6%	5.5%	?	?
Cc1ccc2onc(CNC(=O)NCc3ccccc3)c2c1	.	3.0%	.	.	7.2	-10.1%
CC(C)NC(=O)C(Cc1ccccc1)N1C(=O)c2ccccc2C1=O (centres undefined)	-0.3%	-3.6%	2.3%	-19.1%	-6.2	?
CSc1ccc(C(=O)C2CCCN(C(=O)CCCn3cncn3)C2)cc1 (centres undefined)	-15.5%	1.5%	-2.6%	41.4%	-21.1	9.4%
O=C(/C=C/c1ccc([N+](=O)[O-])cc1)N1CCN(Cc2ccccc2)CC1	-19.7%	8.5%	11.5%	0.1%	83.0	-3.7%
COCCNS(=O)(=O)c1ccc(-c2ccc(S(=O)(=O)NCCOC)cc2)cc1	.	-6.8%	-5.9%	-28.2%	-17.7	-16.0%
CC(C)(C)NS(=O)(=O)c1ccc(Oc2ncc(C(F)(F)F)cc2Cl)cc1	-26.5%	-0.6%	-0.7%	5.01µM*	28.1	-5.4%
Cc1ccc(C2(C)NC(=O)N(CC(=O)Nc3ccccc3C(=O)N3CCCCC3)C2=O)cc1 (centres undefined)	12.4%	-0.9%	.	32.0%	-27.6	0.0%
CC(C)C[C@H](NC(=O)[C@H](Cc1ccccc1)n1c(=O)[nH]c2ccccc2c1=O)C(=O)N1CCC[C@@H]1C(=O)O	10.6%	-2.6%	15.9%	-12.3%	-2.2	?

Single records (already shown). Order of values: HCV inh, Sm TGR inh, FBPA Giardia inh, AmpC no deterg, HCMV inh, AmpC detergent
Results for Nc1ccc(Nc2ccccc2)c(S(=O)(=O)O)c1 : 3.7%, -2.9%, -12.3%, -32.4%, -37.8, -0.4%
Results for Cc1ccc(CSc2nc(-c3cccs3)ccc2C#N)cc1 : ., 0.8%, ., ., -12.7, -0.9%

Taken from above.
AmpC detergent result of O=C(O)c1ccccc1C(=O)N1CCN(c2ncccn2)CC1 : 2.5%
AmpC detergent result of O=C(OCc1c(F)cccc1Cl)c1cnc2ccccc2n1 : -4.5%
FBPA Giardia inh result of CC(C)NC(=O)C(Cc1ccccc1)N1C(=O)c2ccccc2C1=O (centres undefined) : 2.3%

Compound activity as filed in PubChem.
